Bioassay records deposited in PubChem by NCI.
NCI-60 one-dose screen, 48 h, at 10 µM unless noted. Numbers give growth in % (100 = growth as untreated, 0 = no growth, -100 = all killed).
SF-539 = SF-539 CNS cancer | 81,000 compounds, 6.8% hits
SNB-19 = SNB-19 CNS cancer cells; 81,000 compounds, 2.5% hits
DU-145 = DU-145 prostate cancer | 81,000 compounds, 4.2% hits | AID 1794760
SNB-75 = SNB-75 CNS cancer. 79,000 compounds, 5% hits. AID 1794750
SW-620 = SW-620 colon cancer | 82,000 compounds, 5.2% hits
KM12 = KM12 colon cancer cells; 82,000 compounds, 5% hits; AID 1794800
HCC-2998 = HCC-2998 colon cancer; 79,000 compounds, 4.7% hits
PC-3 = PC-3 prostate cancer cells; 80,000 compounds, 3.9% hits
HT29 = HT29 colon cancer; 81,000 compounds, 7.4% hits
The depositor's hits bear a star; . = no result given. The calls were made as follows: active = growth percent below 10; inactive = the rest.

#	Molecule	SF-539	SNB-19	DU-145	SNB-75	SW-620	KM12	HCC-2998	PC-3	HT29
1	CC(C)c1ccc(C(=O)Nc2nc3ccc(O)cc3s2)cc1	-22*	54	42	64	16	16	-8.3*	42	30
2	CCCCC(CC)CO (centres undefined)	99	105	99	89	105	99	108	103	111
3	Cc1cc(Br)cc(NC(=O)Cn2c(-c3cncs3)nc3ccccc32)c1	99	91	113	68	92	96	100	71	104
4	CC1=C(C)C2C(=O)OC(=O)C2CC1 (centres undefined)	110	103	108	91	104	103	104	101	100
5	CCCC1SCC(C)(C)NC1=O (centres undefined)	101	103	109	91	97	101	.	95	112
6	FC(F)(F)c1cn(CC2CNC2)c2ncnc(Cl)c12	109	100	108	109	104	104	99	110	92
7	CCCNCCOC(=O)c1ccc(OCC)c(N)c1	93	101	105	92	103	108	105	94	83
8	CC1(C(Cl)(Cl)Cl)C=CC(=O)C=C1	107	108	112	95	103	109	96	107	.
9	COc1cc(-c2csc(NC(=O)Nc3ccc(F)cc3)n2)cc(OC)c1OC	85	85	84	83	94	76	99	48	79
10	NCc1ccc(S(=O)(=O)Nc2ccccc2)cc1	103	98	100	87	93	95	104	93	89
11	COc1cc(/C=C/c2cc(O)c(C(C)=O)c(O)c2)cc2c1O[C@]1(C)CC[C@@H](O)C(C)(C)[C@H]1C2	9.1*	56	75	7.7*	69	54	75	45	35
12	COc1ccc(C2C=C(c3ccc(NCc4nccc(OCC(F)(F)F)c4C)cc3)NC(N)=N2)cc1OC (centres undefined)	93	97	89	87	108	74	108	70	69
13	CCCCc1[nH]nc(-c2n[nH]c(CCCC)c2C)c1C	95	.	105	109	99	107	106	91	104
14	COc1ccc(-c2nsc3c2NC(=O)CC3c2cc3c(c(OC)c2OC)OCO3)cc1 (centres undefined)	.	87	82	88	95	67	82	56	90
15	COc1ccc(NC(=O)Nc2ccc(OCc3ccc(C)cc3)cc2)cc1	86	80	81	76	73	96	94	68	98
16	c1ccc2cc3nc4cc5ccccc5cc4nc3cc2c1	108	97	110	89	84	85	96	85	103
17	N#CC(=C1SCS1)[N+](=O)[O-]	12	41	2.4*	40	19	14	27	29	1.3*
18	Cn1ncc(C(=O)O)c1-n1cnc2ccc(Cl)cc2c1=O	97	91	102	94	105	103	100	83	97
19	Cc1ccc(S(=O)(=O)Nn2c(N)c(C#N)cc(-c3nc4ccccc4s3)c2=O)cc1	101	102	111	74	107	102	114	99	110
20	Cn1c(=O)sc2cc3ccccc3nc21	96	98	102	84	108	103	109	114	101
21	O=C(O)CCN1CCN(c2cccc(Cl)c2)CC1	89	103	118	84	107	114	114	101	100
22	C[C@H](c1nc2ccccc2nc1NC(C)(C)C)[C@H]1CC[C@H]2[C@@H]3CCC4=CC(=O)CC[C@]4(C)[C@H]3CC[C@]12C	91	94	102	103	93	92	92	78	94
23	O=C1/C(=C/c2ccc(OCCCc3ccccc3)cc2)N=C2SCCCN12	99	97	95	95	110	91	.	75	82
24	CCCN1C(=O)CSC1=Nc1ccc2cc3ccc(N=C4SCC(=O)N4CCC)cc3nc2c1	46	55	84	30	70	37	64	17	4.5*
25	Nc1ccc(N)c(N)c1	103	107	91	90	96	95	105	92	113
26	O=c1[nH]c(O)c(/C=N/C(=S)N=Nc2c(O)[nH]c3ccccc23)c(=O)[nH]1	97	111	108	81	104	103	105	98	89
27	C=C1c2nc3ccccc3n2C=C(c2ccc(Cl)cc2)N1Cc1ccccc1	96	85	103	.	87	87	89	.	77
28	O=[N+]([O-])c1ccc2c(c1)/C(=N\O)c1cc(Cl)c(Cl)cc1-2	102	96	105	87	105	93	104	87	88
29	Cc1nc(/N=C(\N)NC(=O)Nc2cccc(Cl)c2)sc1C	78	83	90	22	38	42	78	82	30
30	CNc1ccccc1C#N	99	107	117	78	104	113	102	107	105
31	CCN(CC)CCCCNc1ccnc2cc(Br)ccc12	81	103	86	80	97	103	107	89	83
32	c1cnc(-c2nc3c4c5c(sc4ncn3n2)CCC5)cn1	97	103	105	91	100	104	107	92	104
33	CC12CC[C@@H]3[C@]4(C)COC(c5cn(-c6ccccc6)nc5-c5cccc([N+](=O)[O-])c5)O[C@@H]4CC[C@@]3(C)[C@@H]1CC(C1=CCOC1=O)O2 (some centres undefined)	81	78	100	123	.	100	116	102	91
34	NC1=NC(=O)C(c2ccccc2)C(=O)N1 (centres undefined)	.	.	111	.	101	102	105	100	116
35	Cc1cc(N2CCN(CC(=O)Nc3ccc4c(ccn4C)c3)CC2)nc(N2CCCCC2)n1	104	93	110	104	103	100	108	87	86
36	COc1cc(-c2nc3c(sc4nc(C)cc(C)c43)c(=O)[nH]2)cc2c1OCO2	.	109	107	105	102	104	93	96	98
37	N#C/C(=C\c1cc(Cl)cc(Cl)c1O)c1nc2ccccc2[nH]1	93	104	105	74	98	96	103	89	109
38	C[N+](C)(C)CCC#CC[N+]1(C)CCCC1	95	100	113	82	102	101	108	92	108
39	Nc1nc(Nc2ccccc2SSc2ccccc2Nc2nc(N)nc(-c3cccs3)n2)nc(-c2ccsc2)n1	105	88	95	98	80	68	111	57	99
40	NS(=O)(=O)c1ccc(NC(=O)N2CCN(C(=O)Cc3ccc(Cl)cc3)CC2)cc1	87	109	109	96	105	107	115	98	106
41	CCCCCCCCc1ccc(C(=O)Nc2cccc(P(=O)(O)O)c2)cc1	97	.	107	100	100	103	114	93	114
42	NNc1nc2nc(-c3ccccc3)cn2[nH]1	96	100	104	85	100	101	100	97	102
43	O=c1[nH][nH]c(-c2ccc(F)cc2)c1-c1nc2ccccc2s1	95	81	104	88	105	105	107	90	110
44	[O-][n+]1c2ccccc2[n+]([O-])c2c3ccccc3[nH]c21	91	85	73	83	45	90	69	66	77
45	C=C1CC[C@H]2[C@@](C)(CCC3OC(c4ccc(OCc5cn(C6OC7COC(c8ccccc8)OC7C(O)C6NC(C)=O)nn5)cc4)OC[C@]32C)[C@@H]1/C=C/C1=CCOC1=O (some centres undefined)	84	89	103	71	102	83	95	67	101
46	Cc1ccc(NC(=O)N/N=C/c2c[nH]c3ccccc23)c(C)c1	-5.7*	35	13	15	25	-25*	-11*	28	-35*
47	O=S(=O)(NCCNc1cc(-c2c(-c3cccc(O)c3)nc3sccn23)ccn1)c1ccc(Br)cc1	75	66	58	26	77	51	95	50	51
48	NCCc1c[nH]c(=S)[nH]1	99	97	108	86	103	101	98	88	104
49	O=S(Cc1ccccc1)/C(=C/NC(=S)Nc1ccccc1)c1ccccc1 (centres undefined)	100	110	104	80	104	99	102	95	104
50	COC(=O)c1cc(N)nc2ccccc12	99	110	108	110	98	106	115	92	110
51	COC(=O)[C@]12CCC(C)(C)C[C@H]1C1=CC[C@@H]3[C@@]4(C)/C(=C/c5ccco5)C(=O)/C(=C\c5ccco5)C(C)(C)[C@@H]4CC[C@@]3(C)[C@]1(C)CC2	98	98	108	78	104	101	104	94	101
52	CC1=C[C@H]2c3c(c(O)c(O)c4oc5cc(O)ccc5c(=O)c34)[C@H](c3cc(O)c(O)c4oc5cc(O)ccc5c(=O)c34)[C@H]2C(C)(C)C1	20	22	34	21	19	15	75	30	20
53	NS(=O)(=O)c1cccc(N/C=C/C(=O)c2ccc(Cl)cc2)c1	96	106	98	84	109	98	100	93	97
54	N#C/C(=C/C=C/c1ccccc1)S(=O)c1ccccc1 (centres undefined)	-74*	-5.1*	-90*	21	-40*	-42*	-89*	-34*	-6.0*
55	COc1ccc(-c2cc(-c3nnc(SCC(=O)Nc4ccc(/C(C)=N\O)cc4)o3)c3ccccc3n2)cc1OC	99	105	100	99	104	95	117	98	116
56	COCCNC(=O)Cc1c(-c2ccc(OC)cc2)oc2c(OC)c3c(c(OC)c12)OCO3	101	93	105	93	104	99	117	90	106
57	FC(F)(F)c1cccc(I)c1	104	116	110	109	.	107	115	102	105
58	CSc1nc2c(c(=O)[nH]1)C(c1ccc(Br)cc1)C1=C(N2)/C(=C/c2ccc(Br)cc2)CN(C)C1 (centres undefined)	107	79	95	61	81	82	88	61	53
59	CCCN1C2CCC1/C(=C\c1ccccc1)C(=O)/C2=C/c1ccccc1	107	87	78	73	90	79	96	73	55
60	COc1cc(-c2nc(Nc3nc4ccccc4s3)[nH]c(=O)c2C#N)cc(OC)c1O	108	96	113	89	110	114	104	101	110

Four entries picked at random from those above, as already listed:
#	Molecule	SF-539	SNB-19	DU-145	SNB-75	SW-620	KM12	HCC-2998	PC-3	HT29
49	O=S(Cc1ccccc1)/C(=C/NC(=S)Nc1ccccc1)c1ccccc1 (centres undefined)	100	110	104	80	104	99	102	95	104
29	Cc1nc(/N=C(\N)NC(=O)Nc2cccc(Cl)c2)sc1C	78	83	90	22	38	42	78	82	30
1	CC(C)c1ccc(C(=O)Nc2nc3ccc(O)cc3s2)cc1	-22*	54	42	64	16	16	-8.3*	42	30
17	N#CC(=C1SCS1)[N+](=O)[O-]	12	41	2.4*	40	19	14	27	29	1.3*

More entries follow:
#	Molecule	SF-539	SNB-19	DU-145	SNB-75	SW-620	KM12	HCC-2998	PC-3	HT29
61	Cc1ccc(-c2nc3ccccc3o2)cc1NCc1cc(Cc2ccccc2)ccc1O	93	85	101	67	98	90	85	89	94
62	O=c1c(CCCC2CCCCC2)c[nH]c2ccccc12	93	76	97	83	88	86	86	59	87
63	c1ccc(-c2nc(-c3ccc4c(c3)CCO4)[nH]c2-c2ccccc2)cc1	98	103	95	105	127	101	111	93	112
64	Nc1ncnc2c1ncn2CCOc1nc(-c2ccc(F)cc2)cc(-c2ccco2)n1	103	101	129	102	116	116	106	90	.
65	CCCCn1c(Cc2ccc(Cl)cc2)nc2cc(OC)c(OC)cc2c1=O	105	150	75	104	96	76	76	.	107
66	CCOC(=O)/C(N=O)=C(/O)c1ccccc1	111	109	110	95	109	109	102	98	101
67	Nc1nc(SCc2ccc(Br)cc2)c2ncn(C3OC(CO)C(O)C3O)c2n1 (centres undefined)	97	97	113	92	104	106	102	81	94
68	O=C(/C=C/c1ccccc1)c1cccc(Nc2nc(Nc3ccccc3)nc(Nc3ccccc3)n2)c1	88	85	99	80	97	103	92	86	91
69	COc1ccc(CNc2ncnc3c2cnn3C)cc1	97	102	112	88	101	100	96	93	99
70	O=C1/C(=C2\SC(=S)N(CCc3ccccc3)C2=O)SC(=S)N1CCc1ccccc1	99	97	108	97	104	104	102	99	110
71	CCCCOc1ccc(N2C(=O)C(C)CNC2=S)cc1 (centres undefined)	102	101	103	97	103	101	113	92	109
72	CC(=O)/C=C/c1ccc(N(CCO)Cc2ccc(C(C)(C)C)cc2)cc1	87	102	78	76	84	81	87	66	59
73	CCOC(=O)/C(C#N)=C/c1ccc([N+](=O)[O-])cc1	94	96	113	92	104	106	.	92	107

An excerpt from above with just PC-3:
cpd	Molecule	PC-3
8	CC1(C(Cl)(Cl)Cl)C=CC(=O)C=C1	107
45	C=C1CC[C@H]2[C@@](C)(CCC3OC(c4ccc(OCc5cn(C6OC7COC(c8ccccc8)OC7C(O)C6NC(C)=O)nn5)cc4)OC[C@]32C)[C@@H]1/C=C/C1=CCOC1=O (some centres undefined)	67
69	COc1ccc(CNc2ncnc3c2cnn3C)cc1	93
